# PPARg SRC3 recr – PPARgamma agonists recruiting SRC-3 coactivator, primary screen, biochemical. Peroxisome proliferator-activated receptor gamma (Homo sapiens), P37231. 200,000 compounds, 0.26% hits. biochemical PPARgamma/SRC-3 coactivator recruitment assay. activation, % at 8 µM; in the data active means activation above about 23%;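 further: 0% = DMSO and 100% = reference agonist; some compounds past the cut are filed as inactive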
# Target sequence (P37231 whole entry, looked up): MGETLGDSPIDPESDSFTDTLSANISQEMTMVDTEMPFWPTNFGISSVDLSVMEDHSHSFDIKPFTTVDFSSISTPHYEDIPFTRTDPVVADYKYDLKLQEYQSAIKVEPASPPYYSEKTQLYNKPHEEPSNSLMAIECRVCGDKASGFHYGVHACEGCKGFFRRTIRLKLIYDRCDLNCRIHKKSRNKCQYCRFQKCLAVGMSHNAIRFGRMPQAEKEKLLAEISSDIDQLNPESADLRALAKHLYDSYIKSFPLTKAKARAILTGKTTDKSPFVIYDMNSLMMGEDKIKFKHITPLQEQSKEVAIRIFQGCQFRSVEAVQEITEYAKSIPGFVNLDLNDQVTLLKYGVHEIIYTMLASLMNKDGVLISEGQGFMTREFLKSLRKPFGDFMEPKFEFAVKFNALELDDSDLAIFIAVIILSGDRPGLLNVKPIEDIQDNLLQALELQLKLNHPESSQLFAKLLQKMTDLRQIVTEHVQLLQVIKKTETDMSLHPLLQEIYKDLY
# bIAP activator – bovine intestinal alkaline phosphatase activators, primary screen, biochemical, bovine IAP, CDP-star luminescence; alkaline phosphatase, intestinal [Bos taurus]; 200,000 compounds, 0.17% hits; AID 1016, 2008; purified bovine IAP, 30 min; stronger effect = higher value; fold of DMSO-control signal, blank-subtracted; activation factor at 20 µM;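 active means activation factor of 2 or more at 20 µM, a signal rise over negative controls twice the positive control's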
# STAT3 blocker – IL-6 driven STAT3 reporter inhibitors, primary screen, U3A cells, luciferase, luminescence, MLSCN library. inhibition, % at 5.5 µM. IL-6 STAT3-luciferase reporter; host cell line lacks STAT1. AID 862, 2007. 190,000 compounds, 0.89% hits;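 active means inhibition above the mean inhibition across all screened compounds plus 3 SD, cut at about 44% in these data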;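 further: 0% = DMSO only wells and 100% = 100 µM nifuroxazide control wells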
# PPARg SRC-2 ag – agonists of PPARg-SRC-2 recruitment, primary screen, biochemical, HTS. Peroxisome proliferator-activated receptor gamma (Homo sapiens), P37231. PPARgamma LBD-SRC-2 recruitment. activation, % at 8 µM. 200,000 compounds, 0.34% hits; in the data active means activation above about 22%;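 further: 0% = vehicle and 100% = reference agonist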
# STAT1 inh – STAT1 signaling inhibitors, primary screen, cell-based, HTS, luciferase reporter; AID 920, 2007; NIH 3T3 STAT1-luciferase reporter, IFN-gamma, luminescence; 200,000 compounds, 0.35% hits; inhibition, % at 5.5 µM;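 active means inhibition above a set limit, the mean inhibition across all tested compounds plus 3 SD, cut at about 34% in these data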;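 further: 0% = IFN-gamma with DMSO and 100% = IFN-gamma with 300 µM nifuroxazide; values of inactives mirror those of a sister screen read the other way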
# SRC2 TRFRET art – TR-FRET signal artefacts, primary screen, artefact control for PPARgamma SRC-2 agonist project, biochemical. 200,000 compounds, 0.4% hits. TR-FRET artefact counter-screen; stronger effect = higher value. TR-FRET ratio at 8 µM; in the data active means TR-FRET ratio above about 2000; further: inactives centre near 1500
# PPARg SRC-1 ag – PPARgamma agonists recruiting SRC-1 coactivator, primary screen, biochemical; activation, % at 8 µM; PPARgamma-SRC-1 coactivator recruitment biochemical assay; 200,000 compounds, 0.41% hits; AID 631, 2007; Peroxisome proliferator-activated receptor gamma (Homo sapiens), P37231; in the data active means activation above about 19%;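 further: 0% = DMSO and 100% = reference agonist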
# TNAP act hiacc – TNAP activators at high phosphate acceptor level, primary screen, biochemical, luminescence, uHTS | 200,000 tested, under 10 active | purified TNAP, CDP-star luminescence, 1 M DEA, 30 min; stronger effect = higher value; 0 = EDTA background, 1 = DMSO-only activity | Alkaline phosphatase, tissue-nonspecific isozyme (Homo sapiens), P05186 | activation factor at 20 µM;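 active means activation factor at least 2 at 20 µM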
#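 Test system – human TNAP · Doses – 20 µM single point · Incubation – 30 min, room temperature · Signal – luminescent substrate turnover signal · Read-out basis – activation factor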
# bIAP inh – bovine intestinal alkaline phosphatase inhibitors, primary screen, selectivity assay for TNAP inhibitor project, biochemical, bovine IAP, CDP-star luminescence | purified bovine IAP, 30 min | inhibition, % at 20 µM | 190,000 tested, under 10 active;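 active means over 50% inhibition of intestinal alkaline phosphatase at 20 µM in the single-dose screen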
#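 Assay system – bovine IAP enzyme · Quantity – bovine IAP at 1/65,000,000 final dilution · Detection – CDP-star luminescence signal · Times – 30 min reaction at room temperature · Also added – CDP-star substrate at 30 µM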
# STAT3 activator – IL-6 driven STAT3 reporter potentiators, primary screen, U3A cells, luciferase, luminescence, MLSCN library. IL-6 STAT3-luciferase reporter; 100% = signal with IL-6 EC80 alone. 190,000 compounds, 0.91% hits. activation (% of control), % at 5.6 µM;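 active means activation above the screen-wide mean of compound activation plus 3 SD, cut at about 130% in these data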;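 further: 0% = background luminescence of wells with medium and substrate only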
#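 Assay system – human STAT1-deficient U3A cells with stable STAT3-luciferase reporter · Also added – IL-6 (33 ng/mL) · Schedule – compound 1 h, then IL-6 6 h at 37 °C · Technique – reporter luminescence signal · Evaluation – % activation versus median of IL-6-stimulated wells · Benchmarks – IL-6-only wells as 100% reference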
# ROMK mod – ROMK potassium channel modulators, primary screen, cell-based, thallium flux, MLSMR library; ATP-sensitive inward rectifier potassium channel 1 (Homo sapiens), P48048; Tet-inducible ROMK, thallium flux fluorescence; actives lie on both sides; B-score at 10 µM; 130,000 compounds, 2% hits;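 active means signal ratio slope over the read window, or its plate-corrected B-score, at least 3 SD from the plate mean, either direction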;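 further: B-score of the F/F0 ratio slope over 7 to 12 s after thallium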
# Target sequence (P48048 whole entry, looked up): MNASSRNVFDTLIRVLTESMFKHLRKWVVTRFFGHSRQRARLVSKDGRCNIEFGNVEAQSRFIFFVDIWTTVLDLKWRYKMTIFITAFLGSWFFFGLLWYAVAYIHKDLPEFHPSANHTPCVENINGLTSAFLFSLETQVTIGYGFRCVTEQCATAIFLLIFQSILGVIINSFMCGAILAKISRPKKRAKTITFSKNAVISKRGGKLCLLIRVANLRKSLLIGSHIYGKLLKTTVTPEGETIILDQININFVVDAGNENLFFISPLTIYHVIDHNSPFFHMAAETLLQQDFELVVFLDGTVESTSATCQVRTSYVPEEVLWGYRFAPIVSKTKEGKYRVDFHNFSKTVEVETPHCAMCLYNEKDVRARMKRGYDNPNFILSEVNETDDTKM
# An asterisk follows results filed as active; . = no result given.
SMILES	STAT3 blocker	bIAP activator	bIAP inh	ROMK mod	PPARg SRC3 recr	PPARg SRC-2 ag	PPARg SRC-1 ag	STAT3 activator	SRC2 TRFRET art	STAT1 inh	TNAP act hiacc
CCOC(=O)c1[nH]c2ccc(OC)cc2c1NC(C)=O	-2	0.9	6	0.66	3	1	4	105	1463	-4	1
O=C(CCc1ccc(S(=O)(=O)NCCc2ccccc2)cc1)Nc1ccc2c(c1)OCCO2	11	0.9	9	.	1	6	2	93	1531	-2	1
Fc1ccc(-c2oncc2-c2nnnn2-c2ccccc2)cc1F	4	1.1	-12	0.9	-9	-12	10	99	1324	-7	1
Cc1ccc(-n2c(N)c(Br)c(=O)[nH]c2=O)cc1C	0	1	-2	.	-5	-3	-9	100	1411	-6	1
COc1ccc(S(=O)(=O)NCCc2nnc3ccc(SCC(=O)Nc4cc(C)on4)nn23)cc1	5	1	-3	0.38	1	8	3	98	1590	-1	1.1
COC(=O)C(C)NC(=O)C(C)NC(=O)OCc1ccccc1 (centres undefined)	4	1	0	0.28	6	-5	7	99	1608	2	1
COc1ccc(-c2cc(C(=O)Nc3c(C)nn(Cc4ccccc4)c3C)no2)cc1	8	0.9	11	0.07	6	-5	1	93	1511	13	1
COc1ccc(Sc2ncnc3onc(C)c23)cc1	-5	0.9	12	-0.54	3	-1	-7	107	1400	-3	1
O=C(NC1CCCC1)C(c1ccc(Cl)cc1)N(Cc1ccc(F)cc1)C(=O)CCl (centres undefined)	-3	1	2	-0.68	1	-6	6	100	1750	3	1
O=C(NC(=S)Nc1ccc(Cc2ccncc2)cc1)c1ccccc1F	27	1	3	0.02	3	5	4	81	1525	-3	1
CCn1c(C)nc2cc(C(=O)NNC(=S)Nc3ccc(OC)cc3)ccc21	28	1.3	-30	0.1	6	6	4	78	1639	-13	1
Cc1occc1-c1nnc(SCC(=O)c2ccc(Cl)cc2)n1CC1CCCO1 (centres undefined)	17	1	0	.	-1	9	12	95	1565	5	1
O=C1OC(c2ccccc2)=N/C1=C\N1CCCCC1	-26	1	-2	.	3	11	3	127	1655	-47	1.1
CC1CCCN(C(=O)Cn2nnc(-c3cccnc3)n2)C1 (centres undefined)	10	0.9	10	.	4	7	3	96	1620	1	1
O=C(NC(C(=O)c1ccccc1)n1cnccc1=O)c1ccccc1 (centres undefined)	3	1	-2	0.13	8	7	2	100	1514	-2	1
COCCCn1c(Cc2csc(Nc3cccc(Cl)c3)n2)nnc1SCC(=O)OC1CCCCC1	-8	1.2	-15	.	8	-2	6	111	1595	-9	1.1
COc1ccc(NC(=S)NCCc2ccccc2)c(OC)c1	6	0.6	42	0.66	-3	-2	-4	100	1504	7	1
Cn1nc(-c2ccc(C(=O)N3CCN(c4ccccc4)CC3)cc2)c2ccccc2c1=O	1	.	.	.	-2	15	4	99	1647	-6	.
Cc1ccc(-c2noc(C3CCN(S(=O)(=O)c4ccc5c(c4)OCCO5)CC3)n2)o1	13	0.8	16	.	-7	-4	5	92	1619	7	1.1
CNC(=S)NCc1ccc(Cl)cc1	6	.	.	.	13	3	6	99	1839	6	.
O=C(CC1(O)C(=O)N(CN2CCOCC2)c2ccccc21)c1ccccc1 (centres undefined)	-5	1	0	0.39	1	1	-6	104	1632	2	1
Cc1cc(C)c(NC(=O)C2CCC(=O)N2)c(C)c1 (centres undefined)	-2	1	-5	0	-5	-5	-11	104	1344	2	1.1
Cc1ccc(S(=O)(=O)N(C)CC(=O)NC2CCCC2)cc1	5	0.9	6	0.036	-13	4	-8	99	1577	6	1
COc1ccccc1NS(=O)(=O)c1cccc(C(=O)N/N=C/c2ccc(OCC(=O)O)cc2)c1	7	0.9	6	-0.63	2	9	2	96	1628	-13	1
Cc1cc(C)c2c3c(sc2n1)C1(CCSCC1)C(C#N)=C(N)O3	17	1	4	.	0	-1	-2	88	1411	0	1

# Sorted by count of non-hydrogen atoms (highest first): 3 of the compounds above.
SMILES	STAT3 blocker	bIAP activator	bIAP inh	ROMK mod	PPARg SRC3 recr	PPARg SRC-2 ag	PPARg SRC-1 ag	STAT3 activator	SRC2 TRFRET art	STAT1 inh	TNAP act hiacc
O=C(CCc1ccc(S(=O)(=O)NCCc2ccccc2)cc1)Nc1ccc2c(c1)OCCO2	11	0.9	9	.	1	6	2	93	1531	-2	1
Cn1nc(-c2ccc(C(=O)N3CCN(c4ccccc4)CC3)cc2)c2ccccc2c1=O	1	.	.	.	-2	15	4	99	1647	-6	.
Cc1ccc(-n2c(N)c(Br)c(=O)[nH]c2=O)cc1C	0	1	-2	.	-5	-3	-9	100	1411	-6	1

# (cont.)
SMILES	STAT3 blocker	bIAP activator	bIAP inh	ROMK mod	PPARg SRC3 recr	PPARg SRC-2 ag	PPARg SRC-1 ag	STAT3 activator	SRC2 TRFRET art	STAT1 inh	TNAP act hiacc
O=C(Nc1ccc2c(c1)OCO2)c1ccc(S(=O)(=O)NCC2CCCO2)cc1 (centres undefined)	9	0.9	11	.	3	4	5	94	1671	7	1.1
Cn1c(/C=C/N2CCOCC2)c(C(=O)c2ccc(Br)cc2)c(=O)n(C)c1=O	-5	1	0	.	6	3	-7	107	1385	-1	1
Cc1ccc(C)n1-c1ccc(-c2nnco2)cc1	11	1.1	-12	.	-5	3	-6	95	1580	-9	1
CCOc1ccc(-n2cnnn2)cc1S(=O)(=O)NC1CC1	6	0.9	10	-0.074	-1	0	-3	100	1509	-3	1
O=C(Cc1ccc([N+](=O)[O-])cc1)N/N=C/c1ccc([N+](=O)[O-])o1	-4	1	-1	-0.075	1	6	7	110	1695	-1	0.9
C=C(C)C1(O)OC(=O)C=C1OC (centres undefined)	.	1	5	.	-5	-5	-2	.	1551	3	1
O=[N+]([O-])c1ccc(NC(=S)N2CCc3ccccc3C2)cc1	1	1	-3	-1.8	-5	-3	0	102	1358	-1	1
COc1ccc(CNC(=O)/C=C/c2cc([N+](=O)[O-])ccc2OC(F)F)cc1	-1	0.9	6	0.83	-4	-2	-4	106	1466	-1	1
c1ccc(CCn2nnnc2C(c2cccnc2)N2CCN(c3nc4ccccc4s3)CC2)cc1 (centres undefined)	3	1.1	-10	-0.79	11	11	1	100	1797	1	1
O=C(Nc1cccnc1)c1ccc(CSc2ccccc2)cc1	-4	0.9	13	-0.038	1	3	12	110	1625	-11	0.9
O=C(CSc1nnc(-c2cccs2)n1Cc1ccco1)Nc1ccc2c(c1)OCO2	6	0.9	10	-0.27	-5	1	-1	98	1640	2	1
CCCCNS(=O)(=O)c1ccc2nc(-c3cccnc3)cc(C(=O)NCCCN(CC)CC)c2c1	24	1.1	-10	-1.6	-1	-1	-6	84	1632	-4	1
c1ccc(-c2ccccc2OCCCN2CCCC2)cc1	-1	0.9	9	0.22	-1	-3	1	99	1635	7	1
O=C(CS(=O)(=O)Cc1ccccc1)Nc1ccc(S(=O)(=O)N2CCOCC2)cc1	-11	0.7	27	.	-1	-7	-9	111	1399	-4	1
Cc1nc2sc(C(c3ccco3)N3CC(C)OC(C)C3)c(O)n2n1 (centres undefined)	-5	0.9	7	0.89	7	-5	7	106	1581	-1	1.1
O=C(N/N=C/c1cccs1)c1cc(-c2ccc3ccccc3c2)n[nH]1	21	1.3	-32	.	1	-8	3	88	1527	-32	1
COc1cccc(CC(=O)Nc2nc3ccccc3[nH]2)c1	2	1.1	-13	0.037	-4	6	-1	102	1471	-13	1.1
CC(C)NC(=O)CN(c1cccc(Br)c1)S(C)(=O)=O	8	1	0	1.8	3	11	9	99	1662	-2	1
CC(C)(NC(=O)N1CCCC1)c1cccc(C(C)(C)NC(=O)N2CCCC2)c1	3	1	3	.	-9	9	-7	97	1530	10	1
C=CCOC(=O)C1=C[C@@H](c2coc3ccccc3c2=O)[C@H](CCCO)[C@@H](OCC)O1	.	1	1	.	-2	-1	4	.	1601	17	1.1
Cc1c(-c2ccccc2)n[nH]c1C(=O)N=Nc1c(O)[nH]c2ccccc12	20	1.2	-21	.	-3	6	3	85	1603	-20	0.9
CCc1ccc(OCC(=O)NC(=S)Nc2ccc(C)cc2C)c(Br)c1	10	0.7	27	.	-1	-5	-3	96	1360	2	1
CCCCNS(=O)(=O)c1ccc(OCC(=O)OC)cc1	16	0.5	47	-0.86	0	1	4	90	1244	3	1
COC(=O)CC(=O)Cc1nc(N)nc(Nc2ccc(C)c(C)c2)n1	-2	0.9	11	-0.059	-3	6	-2	107	1528	-9	1
Cc1ccc(-n2nc3c([n+]2[O-])CCc2nonc2-3)cc1	20	1	0	-0.24	2	6	2	87	1757	-15	1
COc1ccc(OC)c(Nc2nc(N)nc(CSc3nnc(-c4ccncc4)o3)n2)c1	3	0.9	6	0.36	-11	1	-8	103	1391	6	1
CC(C)(C)c1ccc(/C=C/C(=O)N2CCOCC2)cc1	-13	1.2	-23	-0.13	2	17	2	114	1507	-36	1
Cc1cccc([N+](=O)[O-])c1NC(=O)CN(Cc1ccccc1)Cc1ccccc1	-4	1.1	-5	-2.2	1	-6	-5	107	1561	4	1
COc1ccc(N2C(=O)c3ccccc3NC2(C)C)cc1	-4	0.9	12	.	-4	5	-2	104	1527	-29	1
CCOC(=O)c1c(-c2ccccc2)[nH]c2ccc(O)cc12	13	0.8	16	.	-6	3	-2	93	1543	1	1.1
O=S(=O)(NCC(c1ccco1)N1CCN(c2ccccc2F)CC1)c1ccc2c(c1)OCCO2 (centres undefined)	6	0.9	10	.	-2	6	7	99	1472	4	1
CC(=O)c1cccc(NC(=O)c2ccc(N(Cc3ccc(C)cc3)S(C)(=O)=O)cc2)c1	2	1	0	-1.2	-6	-4	-5	99	1282	-3	1
COc1ccccc1-c1nc2ccccc2c(=O)n1NC(=O)c1cccs1	0	1	4	-0.77	6	4	1	99	1605	-2	1
CCOc1ccc(NC(=O)Nc2ccc(N(C)C(C)=O)cc2)cc1	5	1	5	-0.46	9	3	-10	99	1312	-1	1
CCN(C(=O)COC(=O)c1cc(OC)c(OC)cc1[N+](=O)[O-])C1CCS(=O)(=O)C1 (centres undefined)	11	0.9	6	0.71	0	6	5	97	1715	12	1
Nc1cc(N)nc(SCC(=O)c2ccc3c(c2)NC(=O)CO3)n1	11	1.1	-8	0.64	3	-5	4	95	1710	2	1
